Bioassay records (PubChem)
MIN6 prolif: inducers of MIN6 beta-cell proliferation, primary screen, ATP luminescence, uHTS; MIN6 cells proliferation, ATPlite luminescence, 48 h; cells starved in 0.2% serum; 100% = growth in 10% serum; proliferation, % at 10 µM; actives 0.29% (n = 330,000);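 active = compounds whose signal lies at least 3.5 SD above the mean of all wells on their plate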;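 also: 0% = DMSO-treated cells in low-serum medium and 100% = 10% serum control; some compounds called inactive have numbers as strong as hits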
hIAP block: human IAP inhibitors, primary screen, biochemical, luminescence, uHTS; Intestinal-type alkaline phosphatase (Homo sapiens), P09923; actives 0.12% (n = 330,000); purified IAP, CDP-Star luminescence, 30 min; inhibition, % at 10 µM;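 active = inhibition reaching a set limit with compound at 10 µM in the primary screen, cut at about 35% in these data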;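 also: plate controls were DMSO wells with enzyme for no effect and no-enzyme buffer wells for full effect; values of inactives mirror those of a sister screen read the other way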
Target sequence (P09923 whole entry, looked up): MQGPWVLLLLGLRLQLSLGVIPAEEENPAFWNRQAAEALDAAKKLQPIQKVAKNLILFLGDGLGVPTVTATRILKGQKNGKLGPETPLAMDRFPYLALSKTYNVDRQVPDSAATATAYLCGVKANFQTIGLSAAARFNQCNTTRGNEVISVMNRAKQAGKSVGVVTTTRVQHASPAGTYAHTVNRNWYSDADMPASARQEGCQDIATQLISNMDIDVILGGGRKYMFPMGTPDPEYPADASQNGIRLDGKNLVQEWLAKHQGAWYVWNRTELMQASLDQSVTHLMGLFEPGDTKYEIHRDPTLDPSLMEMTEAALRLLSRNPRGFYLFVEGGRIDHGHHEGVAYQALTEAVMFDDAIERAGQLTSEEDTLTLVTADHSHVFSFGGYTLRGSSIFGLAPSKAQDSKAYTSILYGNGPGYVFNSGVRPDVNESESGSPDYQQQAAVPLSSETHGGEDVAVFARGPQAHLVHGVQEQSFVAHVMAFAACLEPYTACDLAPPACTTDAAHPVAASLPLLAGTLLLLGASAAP
NLRP3 yeast inh: NALP3 inflammasome inhibitors in reconstituted yeast, primary screen, luminescence, uHTS. Yeast reconstituted NLRP3/ASC/caspase-1, beta-gal luminescence, 24 h. inhibition, % at 10 µM. actives 0.39% (n = 330,000);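 active = inhibition of 50% or more; inactive = inhibition below 50%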;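 also: plate controls were induced DMSO wells for no effect and uninduced yeast grown without galactose for full effect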
APOBEC3G inh: APOBEC3G DNA deaminase inhibitors, primary screen, biochemical, fluorescence, single-stranded DNA substrate, uHTS; recombinant A3G, ssDNA deamination FAM/TAMRA fluorescence; inhibition, % at 20 µM; DNA dC->dU-editing enzyme APOBEC-3G (Homo sapiens), Q9HC16; actives 0.28% (n = 330,000);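 active = inhibition of at least 40% at 20 µM, with no more than 30% in the related APOBEC3A deaminase screen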;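 also: plate controls were DMSO wells with A3G for no effect and wells lacking A3G enzyme for full effect; some compounds called inactive have numbers as strong as hits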
Target sequence (Q9HC16 whole entry, looked up): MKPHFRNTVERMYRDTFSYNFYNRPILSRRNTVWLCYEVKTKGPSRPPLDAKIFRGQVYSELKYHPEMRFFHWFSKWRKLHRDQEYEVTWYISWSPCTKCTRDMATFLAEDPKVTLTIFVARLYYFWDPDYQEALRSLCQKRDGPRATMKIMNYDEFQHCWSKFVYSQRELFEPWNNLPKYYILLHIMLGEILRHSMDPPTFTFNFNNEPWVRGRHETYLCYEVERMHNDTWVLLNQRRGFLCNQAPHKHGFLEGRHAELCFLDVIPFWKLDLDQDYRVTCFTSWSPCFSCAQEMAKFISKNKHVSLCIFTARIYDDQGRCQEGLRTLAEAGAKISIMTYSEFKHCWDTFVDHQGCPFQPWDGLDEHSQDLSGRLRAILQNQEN
SENP1 FRET inh: human SENP1 catalytic domain inhibitors, primary screen, biochemical, FRET, uHTS; recombinant SENP1 catalytic domain, CyPet-SUMO1-YPet FRET cleavage; inhibition, % at 10 µM; Sentrin-specific protease 1 (Homo sapiens), Q9P0U3; actives 0.21% (n = 360,000); AID 624204, 2012;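 active = inhibition at least 30% at 10 µM, raw YFP signal under a set limit, fluorescence ratio 0.5 to 1.5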;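 also: 0% = enzyme with DMSO and 100% = no enzyme wells; some results filed as inactive read as strong as hits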
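material = recombinant human SENP1 catalytic domain, His6-tagged | quantity = 20 pM enzyme | reagent = 25 nM SUMO1 FRET substrate | compound dosing = 10 µM single point, 0.5% DMSO | timing = 50 min enzyme reaction, room temperature, light-protected | detection = FRET, CFP and YFP emission | control set = no-enzyme low, enzyme-DMSO high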
APOBEC3A inh: APOBEC3A ssDNA deaminase inhibitors, primary screen, selectivity assay for APOBEC3G inhibitor project, biochemical, FAM/TAMRA oligo cleavage fluorescence | AID 493011, 2011 | recombinant A3A, FAM/TAMRA ssDNA deamination fluorescence | inhibition, % at 20 µM | DNA dC->dU-editing enzyme APOBEC-3A (Homo sapiens), P31941 | actives 0.41% (n = 330,000);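 active = at least 40% inhibition at 20 µM here, with at most 30% in a related deaminase screen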;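 also: plate controls were A3A with DMSO for no effect and wells lacking A3A enzyme for full effect; some results filed as inactive read as strong as hits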
mIAP activ: activators of mouse IAP, primary screen, biochemical, luminescence, uHTS; actives 0.24% (n = 330,000); activation factor at 10 µM; intestinal alkaline phosphatase [Mus musculus]; muIAP, CDP-Star luminescence, 30 min; hits give high values; 1 = vehicle-only enzyme signal, 0 = enzyme-free wells;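 active = activation factor of at least 2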; also: the source names both 10 and 20 µM as test concentration; values of inactives mirror those of a sister screen read the other way
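Assay system: mouse IAP enzyme; Reagent: CDP-Star chemiluminescent phosphatase substrate; Compound: DMSO-dissolved test compounds; Incubation: 30 min, room temperature; Technique: luminescence from enzymatic CDP-Star hydrolysis; Controls: DMSO-only wells and no-enzyme negative control.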
hIAP act: human IAP activators, primary screen, biochemical, luminescence, uHTS | Intestinal-type alkaline phosphatase (Homo sapiens), P09923 | purified human IAP, CDP-Star luminescence, 30 min; hits give high values; 1 = vehicle-only enzyme, 0 = enzyme-free background | activation factor at 10 µM | actives 0.16% (n = 330,000) | AID 2524, 2010;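 active = activation factor of the enzyme at least 2-fold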; also: the source names both 10 and 20 µM as test concentration; values of inactives mirror those of a sister screen read the other way
mIAP inh: inhibitors of mouse IAP, primary screen, biochemical, luminescence, uHTS. intestinal alkaline phosphatase [Mus musculus]. purified mouse IAP, CDP-Star luminescence, 30 min. inhibition, % at 10 µM. actives 0.2% (n = 330,000). AID 2806, 2010;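 active = inhibition of at least 40% at 10 µM in the primary screen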;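 also: plate controls were DMSO with enzyme for no effect and no enzyme wells for full effect; values of inactives mirror those of a sister screen read the other way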
* hit, by the source's call; / = no result given.

1	O=C1C2CCCN2C(c2ccccc2)N1c1ccc(Cl)cc1 (stereo not given)
2	O=C(CN1CCN(c2ccccc2F)CC1)N1CCc2ccccc21
3	NNC(=O)c1sc(-c2ccc(Cl)cc2)cc1N
4	COc1ccc(-c2noc(CCC(=O)Nc3cc(Cl)c(OC)cc3OC)n2)cc1
5	CCCOC(=S)N/C(=N\S(=O)(=O)c1ccccc1)c1ccccc1
6	CSCCNC(=O)c1ccc2nc(Cc3ccccc3F)oc2c1
7	CCOC(=O)C1=C(C)N(C)C(=S)NC1c1ccc(Cl)cc1 (stereo not given)
8	CC(=O)Nc1ccc(NC(=S)NC(=O)c2ccc([N+](=O)[O-])c(C)c2)cc1

compound no.	1	2	3	4	5	6	7	8
MIN6 prolif	-2	-7	-2	-3	-1	-3	6	0
hIAP block	-29	-5	-1	-10	9	-11	12	19
NLRP3 yeast inh	26	29	16	30	-10	32	3	8
APOBEC3G inh	-5	-8	2	-7	-6	-8	-5	-4
SENP1 FRET inh	-1	1	2	1	0	-1	3	1
APOBEC3A inh	-4	-2	2	-5	-3	-8	-3	1
mIAP activ	1	0.91	1	0.94	0.87	1	0.94	0.91
hIAP act	1.3	1	1	1.1	0.91	1.1	0.88	0.81
mIAP inh	-5	9	-3	6	13	-2	6	9

9	O=C(COC(=O)COc1ccc(Cl)cc1)NC1CCCCC1
10	O=C1c2cc(O)c(O)cc2S(=O)(=O)C1c1ccccc1 (stereo not given)
11	CCN(CC)C(=O)Cn1cc(/C=C(\C#N)C(=O)N2CCN(c3ccccc3)CC2)c2ccccc21
12	CCOC(=O)c1c(S(=O)(=O)Nc2ccccc2OCC)c(C)n(C)c1C
13	CC(=O)c1c(C)nc(Nc2nc3ccccc3s2)nc1C
14	COc1ccc(NC(=O)C(NS(=O)(=O)c2cccs2)C(C)C)cc1Cl (stereo not given)
15	CN(CC(=O)Nc1cccc(F)c1)C(=O)C1CCN(S(=O)(=O)c2ccc3c(c2)OCCO3)CC1
16	COc1ccc(S(=O)(=O)Nc2ccc(Cl)cn2)cc1

compound no.	9	10	11	12	13	14	15	16
MIN6 prolif	0	1	-3	6	-3	1	-3	1
hIAP block	6	6	19	13	7	16	-4	-5
NLRP3 yeast inh	-4	13	0	3	4	12	15	10
APOBEC3G inh	-2	-12	-7	-9	-5	-8	-6	4
SENP1 FRET inh	9	1	-24	0	2	2	2	1
APOBEC3A inh	0	-5	-4	-4	-1	1	6	1
mIAP activ	1.1	0.49	0.85	0.95	1.1	0.93	1	1
hIAP act	0.94	0.94	0.81	0.87	0.93	0.84	1	1.1
mIAP inh	-6	51*	14	4	-14	7	0	0

17	C/C(N)=C(/C#N)C(=O)COC(=O)CNS(=O)(=O)c1ccc2ccccc2c1
18	CCOc1ccccc1N1CCN(C(=S)NCc2ccco2)CC1
19	CCOC(=O)C1=C(C)NC(c2cccs2)C(=O)N1 (stereo not given)
20	Cc1cc(C)cc(NC(=S)NCCN2CCOCC2)c1
21	COCc1nnc(NC(=O)C2CC(=O)N(C3CCCCC3)C2)s1 (stereo not given)
22	O=C(NCc1ccccn1)c1cc2ccccn2n1
23	CC(C)c1nc(N2CCCC2)c(C#N)c2c1CCCC2
24	CCN(CC)c1ccc(NC(=O)CN2CCN(CC(=O)Nc3ccc(OC)cc3)CC2)cc1

compound no.	17	18	19	20	21	22	23	24
MIN6 prolif	-4	0	-4	1	-3	-4	-6	-3
hIAP block	-74	24	20	8	-11	-4	6	-22
NLRP3 yeast inh	1	11	11	-1	-9	8	19	3
APOBEC3G inh	-8	-4	-5	-3	-3	-5	-9	-5
SENP1 FRET inh	0	-3	-1	3	-4	-1	-4	4
APOBEC3A inh	1	-2	1	0	-2	-4	-5	-4
mIAP activ	1	0.93	0.97	1.1	0.94	1.1	0.95	0.99
hIAP act	1.7	0.76	0.8	0.93	1.1	1	0.94	1.2
mIAP inh	0	7	3	-12	6	-13	5	1

25	COc1ccc(-c2nn(-c3ccccc3)cc2CNCCN2CCOC2=O)c(F)c1
26	CN(c1ccc(OCC(=O)Nc2ccccc2C(=O)O)cc1)S(=O)(=O)c1ccc(Cl)cc1
27	CCCNC(=O)NC(=O)COC(=O)c1ccc(S(=O)(=O)N(C)c2ccccc2OC)cc1
28	NC(=O)CC(O)c1cccc(Cl)c1 (stereo not given)
29	COc1ccc(NC(=O)C2CCN(c3cnccn3)CC2)cc1Cl
30	N#Cc1cc([N+](=O)[O-])ccc1NC(=O)COC(=O)c1cnccn1
31	COc1ccc(-n2cc(C(=O)c3cc(Cl)ccc3O)cc(C#N)c2=O)cc1
32	CCCn1nnnc1NC(=O)COc1ccc(CC)cc1

compound no.	25	26	27	28	29	30	31	32
MIN6 prolif	2	-5	-4	0	7	-1	-2	-3
hIAP block	0	-14	4	-32	8	-10	0	2
NLRP3 yeast inh	7	3	27	-4	-2	16	12	0
APOBEC3G inh	-1	-8	17	-8	-3	-5	-2	6
SENP1 FRET inh	-23	-1	0	1	-1	3	9	-1
APOBEC3A inh	1	0	0	-9	-3	-3	-2	2
mIAP activ	1	0.97	0.92	1	1	1	0.93	1
hIAP act	1	1.1	0.96	1.3	0.92	1.1	1	0.98
mIAP inh	-4	3	8	-4	-1	0	7	-3

33	COc1ccc(C)cc1Nc1n[n+](-c2ccccc2)c(-c2cccc(Cl)c2Cl)s1
34	O=C(NCCc1ccc(Cl)cc1)C12CC3CC(CC(O)(C3)C1)C2
35	COc1ccc(S(=O)(=O)N2CCCN(CC(=O)Nc3cc(NC(C)=O)ccc3OC)CC2)cc1
36	C/C(=N/Nc1ccnc2cc(Cl)ccc12)c1ccc(N)cc1
37	O=C(Nc1cccc(Cl)c1)C1CCCN(C2=NS(=O)(=O)c3ccccc32)C1 (stereo not given)
38	O=C(CN1C(=O)COc2ccccc21)NC1CCCC1
39	C[N+](C)(C)CCOP(=O)(O)OP(=O)([O-])OC[C@H]1O[C@@H](n2ccc(N)nc2=O)[C@H](O)[C@@H]1O
40	CCCCCCc1cc2cc(C(N)=O)c(=N)oc2cc1O

compound no.	33	34	35	36	37	38	39	40
MIN6 prolif	-9	-2	-1	-4	-1	-1	-7	-6
hIAP block	1	7	3	20	-2	-6	-5	-17
NLRP3 yeast inh	12	-6	3	44	23	7	-5	-19
APOBEC3G inh	2	-11	-1	-6	-9	-7	-7	-10
SENP1 FRET inh	0	0	1	-23	0	-1	1	/
APOBEC3A inh	-1	-5	-1	-3	17	-3	-3	-6
mIAP activ	1.1	1	1.1	0.97	0.91	0.98	1.1	1.3
hIAP act	0.99	0.93	0.97	0.8	1	1.1	1.1	1.2
mIAP inh	-10	-4	-10	3	9	2	-11	-29

4 entries already listed, sorted by length of the SMILES, highest first.
39	C[N+](C)(C)CCOP(=O)(O)OP(=O)([O-])OC[C@H]1O[C@@H](n2ccc(N)nc2=O)[C@H](O)[C@@H]1O
33	COc1ccc(C)cc1Nc1n[n+](-c2ccccc2)c(-c2cccc(Cl)c2Cl)s1
37	O=C(Nc1cccc(Cl)c1)C1CCCN(C2=NS(=O)(=O)c3ccccc32)C1 (stereo not given)
34	O=C(NCCc1ccc(Cl)cc1)C12CC3CC(CC(O)(C3)C1)C2

compound no.	39	33	37	34
MIN6 prolif	-7	-9	-1	-2
hIAP block	-5	1	-2	7
NLRP3 yeast inh	-5	12	23	-6
APOBEC3G inh	-7	2	-9	-11
SENP1 FRET inh	1	0	0	0
APOBEC3A inh	-3	-1	17	-5
mIAP activ	1.1	1.1	0.91	1
hIAP act	1.1	0.99	1	0.93
mIAP inh	-11	-10	9	-4

Next section:
41	Cc1nc2nc[nH]n2c(=O)c1NC(=O)c1c(-c2ccccc2Cl)noc1C
42	COc1cc(NC(=O)CN2CCN(CC(=O)Nc3ccccc3OC)CC2)cc(OC)c1
43	Cc1ccc(C(=O)OCC(=O)Nc2ccccc2C(F)(F)F)cc1S(=O)(=O)N1CCCCC1
44	O=C(Cn1cc(-c2nnnn2-c2ccc(Cl)cc2)c(=O)c2ccccc21)c1ccccc1
45	CCCOc1ccc(N2CC(C(=O)NC3=NCCS3)CC2=O)cc1 (stereo not given)
46	O=c1c2cnn(-c3ccccc3)c2ncn1Cc1ccco1
47	CCC(=O)Nc1ccc(S(=O)(=O)Nc2ncccn2)cc1
48	CCn1nc(C)cc1C(=O)Sc1ccc(Cl)cc1Cl

compound no.	41	42	43	44	45	46	47	48
MIN6 prolif	-2	0	2	-3	-2	-1	-2	-4
hIAP block	-27	1	2	-3	-10	3	-21	-4
NLRP3 yeast inh	17	10	0	15	-9	37	4	-16
APOBEC3G inh	-5	-2	-12	-8	0	-4	-1	0
SENP1 FRET inh	0	1	2	-1	1	2	3	2
APOBEC3A inh	-5	-1	-4	1	3	-1	2	2
mIAP activ	1	1	0.94	0.92	0.98	0.93	1	1
hIAP act	1.3	0.99	0.97	1	1.1	0.97	1.2	1
mIAP inh	-2	-2	6	8	2	7	-2	-4

49	COc1ccc(C(=O)Nc2ccccc2)cc1NC(=O)c1ccc([N+](=O)[O-])cc1
50	CCCCCCCn1c2c(c(=N)c3ccccc31)CCC2
51	CC(=O)n1nc(-c2cccnc2)nc1N
52	CCN(CC)S(=O)(=O)N1CCC(C(=O)NC2CCCc3ccccc32)CC1 (stereo not given)
53	O=C1N[C@H](Cc2ccccc2)CO1
54	CCn1c(=O)c([N+](=O)[O-])c(NCc2ccc3c(c2)OCO3)c2ccccc21
55	Cc1cc(=O)n2[nH]c(C(F)(F)F)c(-c3ccccc3)c2n1
56	COc1ccc(-n2c(=O)cc(N3CCN(c4ccccc4F)CC3)[nH]c2=O)cc1
57	CCn1c(SCC(=O)N2CCCCC2C)nc2ccsc2c1=O (stereo not given)

compound no.	49	50	51	52	53	54	55	56	57
MIN6 prolif	-2	-6	3	1	1	8.6*	-2	2	-1
hIAP block	16	7	-1	11	-12	-6	16	9	3
NLRP3 yeast inh	33	4	7	-3	2	-13	-3	-13	-4
APOBEC3G inh	-6	21	-4	-5	-4	0	-13	-5	-9
SENP1 FRET inh	2	-2	1	0	3	0	2	0	0
APOBEC3A inh	-2	74*	-1	-1	-1	-2	-8	-1	-7
mIAP activ	0.94	1	0.92	1	0.93	0.97	0.9	1	0.96
hIAP act	0.84	0.93	1	0.89	1.1	1.1	0.84	0.91	0.97
mIAP inh	6	-1	8	0	7	3	10	0	4

A portion of the library; rates above refer to the full screens.
